# Screening data as filed in PubChem BioAssay.
# TPT1 inhibitor: Candida albicans TPT1 enzyme inhibitors, primary screen, biochemical, fluorescence polarization. hit rate 0.81% among 300,000. recombinant caTPT1, FP RNA substrate dephosphorylation. tRNA 2'-phosphotransferase TPT1 (Candida albicans SC5314). inhibition, % at 5 µM;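 active means inhibition above the mean of all tested compounds plus 3 SD, set per screening campaign, cut at about 24% in these data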;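 further: plate controls were DMSO alone for no effect and ferristatin control at 100 nM for full effect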
# HCV core dimer: inhibitors of HCV core protein dimerization, primary screen, biochemical, TR-FRET, high-throughput; TR-FRET GST/Flag-core106 dimerization, 1536-well; inhibition, % at 5 µM; hit rate 0.33% among 300,000; AID 1899, 2009;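 active means inhibition above the mean of all tested compounds plus 3 SD, set per screening campaign, cut at about 45% in these data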
#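 System – GST-tagged and Flag-tagged HCV core protein residues 1-106 · Repeats – one well for each compound · Technique – TR-FRET 671 and 617 nm emission · Doses – one concentration, 5 µM, in 0.5% DMSO · Times – 4 h, 22.5 °C incubation · Also added – Eu donor and XL665 acceptor anti-tag antibodies · Measure – percent inhibition of core106 dimerization signal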
# JMJD2C inh: inhibitors of GASC-1 histone demethylase, primary screen, biochemical, fluorescence, DELFIA europium; inhibition, % at 2.35 µM; GST-JMJD2C(1-420) H3K9me3 demethylation; AID 2099, 2009; Lysine-specific demethylase 4C (Homo sapiens), Q9H3R0; hit rate 0.069% among 330,000;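 active means more than half of a compound's replicate wells show inhibition beyond 50%, single wells judged on their own value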;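 further: signal counts dimethyl H3K9 product captured on neutravidin plate; 0% = median of DMSO wells and 100% = 0.3 times that DMSO median; strong numbers were not always called active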
# proCasp7 act: procaspase-7 activators, primary screen, counter-screen for procaspase-3 activator project, biochemical, absorbance, HTS, human. Caspase-7 (Homo sapiens), P55210. recombinant procaspase-7, Ac-DEVD-pNA absorbance 405 nm; D23A/D198A/D206A triple mutant, cannot self-cleave; scale: DMSO 0, 5 µM enzyme 100. activation, % at 8.5 µM. hit rate 0.093% among 330,000. AID 463210, 2010;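 active means percent activation above the screen-wide mean plus 3 SD, cut at about 25% in these data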
# Target sequence (P55210 whole entry D23A/D198A/D206A): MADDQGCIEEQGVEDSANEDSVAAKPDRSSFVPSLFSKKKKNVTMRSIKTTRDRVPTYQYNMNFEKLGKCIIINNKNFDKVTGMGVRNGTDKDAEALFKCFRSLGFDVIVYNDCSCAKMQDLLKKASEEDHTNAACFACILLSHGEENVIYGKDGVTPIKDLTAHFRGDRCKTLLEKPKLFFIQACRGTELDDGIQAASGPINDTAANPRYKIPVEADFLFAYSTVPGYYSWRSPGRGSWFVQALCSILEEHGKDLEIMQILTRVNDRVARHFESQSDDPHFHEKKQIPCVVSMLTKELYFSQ
#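 buffer or medium = Zinc-free HEPES/NaCl buffer, pH 7.4 | material = Procaspase-7 triple mutant (PC-7 D3A) | input = 2 µM procaspase-7 mutant as dispensed | signal = Epi-absorbance of released pNA at 405 nm, two timepoints | timing = 1 h preincubation, 2 h reaction | replicates = singlicate compound testing | evaluation = % activation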
# PP5 inh: PP5 phosphatase inhibitors, primary screen, biochemical, fluorescence. purified PP5c, OMFP substrate fluorescence. Serine/threonine-protein phosphatase 5 (Homo sapiens), P53041. hit rate 0.18% among 320,000. AID 1987, 2009. inhibition, % at 6.7 µM;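 active means inhibition above the campaign's mean inhibition across all tested compounds plus 3 SD, cut at about 9.5% in these data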;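 further: 0% = DMSO only and 100% = 100 µM cantharidin control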
# procasp3 activ: activators of human procaspase-3 D3A mutant, primary screen, biochemical, absorbance, PC-3 D3A mutant, single concentration; Caspase-3 (Homo sapiens), P42574; recombinant procaspase-3 D3A, Ac-DEVD-pNA absorbance 405 nm; activation, % at 8.5 µM; hit rate 0.11% among 330,000; AID 463141, 2010;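 active means activation above the mean of all tested compounds plus 3 SD, cut at about 21% in these data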;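 further: 0% = DMSO alone and 100% = DMSO wells spiked with extra 5 µM PC-3 D3A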
# Target sequence (P42574 whole entry D9A/D28A/D175A): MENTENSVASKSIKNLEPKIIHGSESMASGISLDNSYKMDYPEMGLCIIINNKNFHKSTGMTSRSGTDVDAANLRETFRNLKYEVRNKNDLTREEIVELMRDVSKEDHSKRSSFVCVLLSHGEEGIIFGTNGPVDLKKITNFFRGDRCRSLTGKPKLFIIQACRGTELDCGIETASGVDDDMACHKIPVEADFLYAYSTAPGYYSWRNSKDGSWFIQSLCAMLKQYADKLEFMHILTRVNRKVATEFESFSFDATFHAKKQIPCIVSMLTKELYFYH
#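 Assay system: Autoprocessing-dead procaspase-3 D3A mutant enzyme; also added: Ac-DEVD-pNA; doses: one concentration, 8.5 µM nominal, 0.8% DMSO; times: 1 h compound preincubation, 2 h substrate hydrolysis at 25 °C; technique: 405 nm absorbance of p-nitroaniline, reads at 0 and 120 min; measure: % activation between DMSO and enzyme-spiked controls; repeats: single replicate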
# PP1 inh: PP1-alpha phosphatase inhibitors, primary screen, counter-screen for PP5 inhibitor project, biochemical, fluorescence, OMFP substrate, single point; purified PP1alpha; inhibition, % at 6.7 µM; hit rate 0.9% among 320,000;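 active means inhibition above the mean inhibition of all tested compounds plus 3 SD, computed separately for each screening campaign, cut at about 15% in these data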
# Target sequence (P62136 whole entry, looked up): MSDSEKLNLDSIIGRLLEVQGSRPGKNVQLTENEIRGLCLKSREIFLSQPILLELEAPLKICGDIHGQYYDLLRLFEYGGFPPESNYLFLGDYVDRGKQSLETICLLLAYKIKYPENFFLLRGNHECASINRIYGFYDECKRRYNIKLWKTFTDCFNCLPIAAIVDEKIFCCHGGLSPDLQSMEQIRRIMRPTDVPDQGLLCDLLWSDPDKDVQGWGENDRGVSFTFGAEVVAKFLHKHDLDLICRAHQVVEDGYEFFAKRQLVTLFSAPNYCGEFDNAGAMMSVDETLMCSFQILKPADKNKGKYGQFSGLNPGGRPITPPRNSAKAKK
# Efflux pump mplx: inhibitors of Candida efflux pumps in yeast, primary screen, S. cerevisiae, Nile Red, multiplex | inhibition, % at 10 µM | hit rate 0.44% among 330,000 | S. cerevisiae Candida pump triplex;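 active means plate passing quality check with inhibition over a set limit, or well fluorescence over plate mean plus 4 SD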;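 further: Nile Red retained in pooled yeast measured as flow cytometry median fluorescence; 0% = buffer negative control and 100% = Enniatin B positive control; higher means more Nile Red kept so more efflux inhibition; some compounds called inactive have numbers as strong as hits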
# CTSL1 counter: Fasciola hepatica cathepsin L1 inhibitors, primary screen, counter-screen for PFM18AAP inhibitor project, biochemical, QFRET, fluorogenic peptide substrate | inhibition, % at 5.96 µM | recombinant F. hepatica cathepsin L1, Z-Leu-Arg-MCA fluorescence | hit rate 0.49% among 300,000 | AID 1906, 2009;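 active means inhibition above the mean of all tested compounds plus 3 SD, set per screening campaign, cut at about 17% in these data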;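 further: 0% = plate median of test compound wells and 100% = 1 µM Z-Phe-Ala-diazomethylketone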
# * = called active by the depositor; i = inactive; / = not tested or not shown; & = joins results of further samples.
SMILES,TPT1 inhibitor,HCV core dimer,JMJD2C inh,proCasp7 act,PP5 inh,procasp3 activ,PP1 inh,Efflux pump mplx,CTSL1 counter
CC(C)N1CCC(NC(=O)Nc2ccc3c(c2)OCO3)CC1,-2,-2,0,-11,-1.4,4,0,-0.1,3
C=CCSc1nccc(=O)[nH]1,2,-2,-1,-1,-2.0,-9,2,0.5,3
C=CCn1c(C(O)c2ccccc2)nc2ccccc21 (stereo not given),-1,2,3,-1,1.7,-3,-1,-0.1,-5
Clc1ccc(Cn2ncc3c(NCc4ccccc4)ncnc32)cc1,-5,-2,-1,1,2.6,9,3,0.0,0
O=C(CSc1nc2ccsc2c(=O)n1Cc1ccccc1)NCc1ccco1,5,0,-4,4,3.2,2,3,0.1,0
COc1ccc(-c2nc3cccc(C)n3c2NCc2ccco2)cc1OC,-1,1,5,-5,2.4,6,0,0.0,0
COc1ccccc1C(CC(=O)O)NS(=O)(=O)c1ccc2c(c1)N(C(C)=O)CC(C)O2 (stereo not given),5,1,16,7,-1.7,3,-2,0.0,3
COc1cc([N+](=O)[O-])cc(/C=N/NC(=O)c2cc(-c3ccccc3)nc3ccccc23)c1O,41*,6,8,-13,-0.6,3,40*,0.1,0
Cc1ccc(-c2c(C(=O)N/N=C/C3CCCCC3)nnn2-c2nonc2N)cc1,-2,-6,4,11,2.4,0,2,0.0,-1
COc1ccc(NC2CCCN(C(=O)CCc3ccccc3F)C2)cc1 (stereo not given),1,-1,2,11,-0.9,3,-2,-0.1,1
COc1ccc(/C=C/C(=O)Nc2c(C)nn(C)c2C)cc1COc1ccc(Cl)cc1Br,0,9,-3,13,-2.5,3,-2,0.2,2
Cc1ccccc1C(=O)N1CC(=O)Nc2ccc(F)cc2C1c1ccc(F)cc1 (stereo not given),-1,9,-2,-7,1.3,-4,3,-0.3,3
CC(=O)N(NC(=O)c1ccc(C)cc1)C1CC(=O)N(c2ccccc2Cl)C1=O (stereo not given),-6,-7,0,3,-1.4,-3,-1,-8.7,2
COc1ccc2oc(C)c(C(=O)c3ccc([N+](=O)[O-])cc3)c2c1,-1,-4,3,-4,1.3,-4,-2,0.1,-2
CCOc1ccc(N2CC(C(=O)Oc3ccccc3)CC2=O)cc1 (stereo not given),-3,10,-16,3,1.4,-9,-7,0.2,-18
CC1CCCN(S(=O)(=O)c2cccc(C(=O)NCc3ccco3)c2)C1 (stereo not given),/,/,0,11,2.3,1,2,0.1,/
O=S(=O)(c1ccccc1)N1c2cc(Cl)ccc2Oc2nc3ccccc3nc21,3,11,/,2,-0.3,-4,1,0.0,6
COc1ccc(NC(=O)CS(=O)c2ccc(Cl)c(Cl)c2)cc1 (stereo not given),0,-1,1,-5,-1.4,-1,-1,0.1,4
CC1CCc2nn(CC(=O)NCc3ccc(F)cc3)cc2C1 (stereo not given),-2,0,-32,3,1.4,0,-3,-0.2,-3
CCCN(C(=O)CSc1ncccn1)C1CCS(=O)(=O)C1 (stereo not given),/,/,5,11,/,5,/,-0.2,/
Cc1onc(-c2c(F)cccc2Cl)c1C(=O)NCCc1ccc(S(N)(=O)=O)cc1,-2,-1,-7,8,1.6,-9,-5,0.0,0
Cc1sc2nc(COC(=O)c3ccc(O)cc3)[nH]c(=O)c2c1C,4,3,-2,2,2.4,3,1,0.0,-4
CC(C)C(NC(=O)c1ccc(C(C)(C)C)cc1)C(=O)NCC(c1ccccc1)N(C)C (stereo not given),0,4,2,-3,2.3,4,-4,0.0,0
Cn1nnc(NC(=O)c2ccc(Br)o2)n1,0,-10,-13,14,3.5,-3,4,0.2,0
CCN(C(=O)c1ccnc(C(C)(C)C)c1)c1ccccc1,-2,-4,4,-4,2.5,3,-2,0.0,3
CC1CCCC(C)N1C(=O)CSc1nnc(COc2ccc(F)cc2)o1 (stereo not given),0,0,-2,-2,-1.4,7,1,0.0,1
CCCCOc1ccc(C(=O)N/C(=C/C=C/c2ccccc2)C(=O)NCCCO)cc1,7,-2,-7,-2,5.4,2,1,0.1,4
O=C(CCCN=C1NS(=O)(=O)c2ccccc21)OCC(=O)c1ccc(F)c(F)c1,-5,-1,i,8,1.3,-5,-3,0.0,-1
CC1CCCCC1NC1=NCCS1 (stereo not given),3,5,17,3,0.6,0,-2,0.1,-1
Cc1ccccc1-n1nc(C)c2c1N=C1C(Cl)=CC(Cl)=CN1C2c1ccc(C(=O)O)cc1 (stereo not given),0,-9,-6,4,1.4,-4,3,-0.3,4
COC(=O)c1ccccc1NC(=O)CSc1nccc(C)n1,-4,-4,-19,9,-1.3,-3,-2,0.1,-4
Cn1ccsc1=NC(=O)c1ccc(CS(C)(=O)=O)cc1,1,-13,5,-4,0.9,2,-1,-0.1,3
C[C@H](CCC(=O)NCC(=O)O)[C@H]1CC[C@H]2[C@@H]3[C@H](O)C[C@@H]4C[C@H](O)CC[C@]4(C)[C@H]3C[C@H](O)[C@]12C,1&-2&-2,2&-4&7,10&0,4&4&1,-2.0&3.8&1.7,0&9&1,-7&-4&-2,0.0&-0.1&0.2,2&-5&-2
COc1ccc(CN(C)CC(=O)Nc2cc(OC)c([N+](=O)[O-])cc2C)c(OC)c1,-4,1,3,2,-1.0,4,-4,-0.1,1
CCOc1cc(C2C(C#N)=C(N)SC(N)=C2C#N)ccc1OCCN1CCOCC1,46*,34,3,-26,-0.8,-15,0,0.0,0
CCC(C)NC(=O)c1cn(CC)c2ccc(S(=O)(=O)N3CCCCC3)cc2c1=O (stereo not given),-2,1,-2,-3,1.6,5,1,-0.1,4
O=C(NN=C1CCC(c2ccccc2)CC1)c1cc2c(s1)CCCC2 (stereo not given),-2,-3,3,-16,3.7,7,-2,0.0,-3
CN(c1ccc(C(=O)N2CCCCCC2)cc1)S(=O)(=O)c1ccc(Cl)cc1,-1,5,-1,0,1.4,-1,0,0.1,-3
Cn1cccc1C(=O)OCC(=O)Nc1cccc(S(=O)(=O)N2CCOCC2)c1,3,-1,11,4,0.3,0,-3,-0.1,-14
CCCCC(=O)Nc1ccc(C(=O)Nc2ccc(OC)cc2[N+](=O)[O-])cc1,27*,6,13,8,0.5,0,1,2.6,-4

# Arranged by molar mass (lowest first): part of the list above
SMILES,TPT1 inhibitor,HCV core dimer,JMJD2C inh,proCasp7 act,PP5 inh,procasp3 activ,PP1 inh,Efflux pump mplx,CTSL1 counter
C=CCn1c(C(O)c2ccccc2)nc2ccccc21 (stereo not given),-1,2,3,-1,1.7,-3,-1,-0.1,-5
Cn1ccsc1=NC(=O)c1ccc(CS(C)(=O)=O)cc1,1,-13,5,-4,0.9,2,-1,-0.1,3
CCCN(C(=O)CSc1ncccn1)C1CCS(=O)(=O)C1 (stereo not given),/,/,5,11,/,5,/,-0.2,/
CCCCC(=O)Nc1ccc(C(=O)Nc2ccc(OC)cc2[N+](=O)[O-])cc1,27*,6,13,8,0.5,0,1,2.6,-4
Cc1ccc(-c2c(C(=O)N/N=C/C3CCCCC3)nnn2-c2nonc2N)cc1,-2,-6,4,11,2.4,0,2,0.0,-1
Cn1cccc1C(=O)OCC(=O)Nc1cccc(S(=O)(=O)N2CCOCC2)c1,3,-1,11,4,0.3,0,-3,-0.1,-14
O=S(=O)(c1ccccc1)N1c2cc(Cl)ccc2Oc2nc3ccccc3nc21,3,11,/,2,-0.3,-4,1,0.0,6
CCOc1cc(C2C(C#N)=C(N)SC(N)=C2C#N)ccc1OCCN1CCOCC1,46*,34,3,-26,-0.8,-15,0,0.0,0
Cc1onc(-c2c(F)cccc2Cl)c1C(=O)NCCc1ccc(S(N)(=O)=O)cc1,-2,-1,-7,8,1.6,-9,-5,0.0,0
COc1ccccc1C(CC(=O)O)NS(=O)(=O)c1ccc2c(c1)N(C(C)=O)CC(C)O2 (stereo not given),5,1,16,7,-1.7,3,-2,0.0,3

# (further entries)
SMILES,TPT1 inhibitor,HCV core dimer,JMJD2C inh,proCasp7 act,PP5 inh,procasp3 activ,PP1 inh,Efflux pump mplx,CTSL1 counter
CCCN(CCC)S(=O)(=O)c1ccc(C(=O)Nc2c(C)n(C)n(-c3ccccc3)c2=O)cc1,-1,-12,-13,-4,1.1,0,-1,0.6,-2
CN(C)c1ccc(NC(=O)c2cccc(N3C(=O)C4C5C=CC(C5)C4C3=O)c2)cc1 (stereo not given),3,-8,16,-6,-0.7,3,0,-0.1,-1
CN(CC(=O)Nc1ccccc1Cl)C(=O)COC(=O)CSc1ccc(F)cc1,-1,-5,-14,16,-1.4,1,-1,0.1,-2
CC(=O)Oc1ccc(-n2c(=O)c3ccccc3c3ccccc3c2=O)cc1,-4,-1,10,10,-1.1,9,-6,0.0,-8
CN1CCN(C(=O)CSc2nc(-c3ccncc3)ccc2C#N)CC1,-1,-2,/,-3,0.8,1,0,0.1,-3
O=C(Cn1c(C(F)(F)F)nc2ccccc21)c1ccc(F)cc1,-6,-4,0,0,-7.9,-10,0,-0.2,4
Cc1ccc(S(=O)(=O)NCCC(=O)O)cc1,2,2,3,15,-0.2,4,3,-0.1,-2
CCc1cc2c(NCC3CCCO3)nc(C)nc2s1 (stereo not given),-4,-6,-1,1,1.9,19,5,-0.2,1
COC(CN(C)C(=O)c1cn(C)c2ccc(S(=O)(=O)N(C)C3CCCCC3)cc2c1=O)OC,1,2,11,12,-0.2,1,-1,0.3,-1
